Bcl-B TR3 displacers: displacers of TR3 peptide from Bcl-B, primary screen, selectivity assay for Bfl-1 inhibitor project, biochemical, fluorescence polarization. FP displacement of FITC-TR3 peptide from Bcl-B; higher % means a stronger effect. displacement, % at 20 µM; hits with a dose series show IC50 in µM. 0.11% of 96,000 active. AID 748;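 active = displacement above 50% at 20 µM plus a fluorescence interference ratio under 1.5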;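 note: plate controls were wells without compound for no effect and wells lacking Bcl-B protein for full effect; a part of the inactive calls stands beside numbers as strong as those of hits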
IL1B NFkB pot: enhances IL-1B driven NFkB nuclear translocation; HUVEC IL-1B NFkB p65 nuclear translocation imaging; 0.3% of 94,000 active; activation, % at 2 µM;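 active = activation above 40%, about the mean plus 3 SD, also judged a hit on visual image review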;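 note: percent activation is computed from the nuclear over cytoplasmic p65 intensity ratio; values of inactives mirror those of a sister screen read the other way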
MRP reversal: reverses drug resistance mediated by MRP | H69AR cells + 2 uM doxorubicin, CellTiter-Glo, 72 h | differential viability (reversal), % at 10 µM | 0.04% of 85,000 active;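 active = viability drop by adding the cancer drug above about 55%, with treated viability meeting a 40% cutoff, limit read from the data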;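 note: viability without doxorubicin minus viability with 2 µM doxorubicin for each compound; larger differential means the compound sensitizes cells more to doxorubicin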
PLAP inhibitors HTS: inhibition of human placental alkaline phosphatase – biochemical, luminescence, HTS (AID 690); 0.08% of 96,000 active; purified PLAP, luminescent substrate; higher % means a stronger effect; inhibition, % at 20 µM, or IC50 in µM where a hit was titrated; in the data active = a potency from the dose series; inactive = the rest, 99 in 100 with inhibition below about 30%; note: strong numbers were not always called active
IL1B NFkB inh: blocks IL-1B driven NFkB nuclear translocation in HUVEC cells. HUVEC IL-1B NFkB p65 nuclear translocation imaging. 0.43% of 94,000 active. inhibition, % at 2 µM;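 active = inhibition above about 30% together with a positive call from visual inspection of the well image, limit read from the data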;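 note: nuclear over cytoplasmic p65 intensity ratio measured by imaging; 0% = IL-1B stimulated DMSO wells and 100% = unstimulated DMSO wells; values of inactives mirror those of a sister screen read the other way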
MRP reversal cytotoxicity: also measured in MRP reversal; calls as there; viability, %; H69AR cells, CellTiter-Glo, 72 h; measured here: cytotoxicity without doxorubicin
MRP reversal with doxorubicin: also measured in MRP reversal; calls as there; viability, %; measured here: viability with 2 uM doxorubicin; hits give low values
IL1B NFkB inh cell count 2 µM: recorded beside IL1B NFkB inh, whose call it bears; cell count; measured here: cells passing quality filter;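 raw number of nuclei counted in each imaged well without normalization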
IL1B NFkB pot cell count 2 µM: recorded beside IL1B NFkB pot, whose call it bears; cell count; measured here: cells passing quality filter
* = called active by the depositor; x = no result given. These rows are one share of the data; the hit share may differ from the screen's.

entry	smiles	Bcl-B TR3 displacers	IL1B NFkB pot	IL1B NFkB pot cell count 2 µM	MRP reversal	MRP reversal cytotoxicity	MRP reversal with doxorubicin	PLAP inhibitors HTS	IL1B NFkB inh	IL1B NFkB inh cell count 2 µM
1	C=CCn1c(SCC(=O)NCc2ccc3c(c2)OCO3)nnc1C1COc2ccccc2O1 (configuration not stated)	-4%	-5	143	3	91	88	-55%	5	143
2	COc1ccccc1NS(=O)(=O)c1ccc(NC(C)=O)cc1	-1%	22	113	7	95	88	-10%	-22	113
3	Cc1nnc(SCC(=O)Nc2ccc3c(c2)OCO3)o1	-2%	-9	124	-12	90	103	11%	9	124
4	CCOC(=O)CSc1nnc(N)s1	-16%	1	134	-4	89	93	0%	-1	134
5	Cc1cc(NC(=O)c2cc(-c3cccc(Cl)c3)on2)no1	-7%	-7	149	4	95	91	-4%	7	149
6	CCOC(=O)c1ccc(NC(=O)CSC2=NC(=O)C(CC)C(=O)N2)cc1 (configuration not stated)	x	3	155	-22	95	117	x	-3	155
7	Cc1cc2ccccc2n1CCNC(=O)COc1ccccc1	9%	-3	152	14	89	75	-25%	3	152
8	O=C1CCC2c3ccc4ccccc4c3CCN12 (configuration not stated)	x	9	145	9	99	90	x	-9	145
9	Cc1nc2nc(C)c(CCC(=O)Nc3ccc4c(c3)OCO4)c(C)n2n1	-12%	-1	93	-12	94	106	3%	1	93
10	COc1ccccc1N(CC(=O)NC1CCCC1)C(=O)c1csnn1	3%	5	156	-5	95	101	-13%	-5	156
11	N#Cc1c(-c2cccc(F)c2)cc(-c2ccccc2)nc1Br	-6%	7	98	x	x	x	-3%	-7	98
12	COc1ccc(CNC2CCCCC2C)c(OC)c1 (configuration not stated)	2%	x	x	1	89	89	-1%	x	x
13	CCOc1ccc(OCC)c(C2C(C#N)=C(N)N(c3cccnc3)C3=C2C(=O)CC(C)(C)C3)c1 (configuration not stated)	-2%	9	155	-7	77	84	-53%	-9	155
14	Cc1ccc(Nc2cc(=O)[nH]c(=O)[nH]2)c(C)c1	7%	-9	97	x	x	x	-6%	9	97
15	O=c1cc(O)n(-c2ccc(F)cc2)c(=S)[nH]1	6%	7	116	8	100	91	3%	-7	116
16	CCOc1ccc(C(=S)N2CCOCC2)cc1	0%	11	113	0	95	94	0%	-11	113
17	O=C(CSc1nnc(CNC(=O)c2cccs2)o1)Nc1ccc2c(c1)OCO2	-7%	2	200	-4	83	87	4%	-2	200
18	O=S(=O)(NC1CCc2ccccc21)c1ccc(S(=O)(=O)N2CCCC2)cc1 (configuration not stated)	-3%	x	x	-6	80	86	-7%	x	x
19	Cn1c(SCC(=O)Nc2ccc(NC(=O)c3cccs3)cc2)nnc1-c1ccncc1	x	17	163	4	98	94	x	-17	163
20	Cc1nnc(NC(=O)c2c(-c3ccccc3)noc2C)s1	0%	1	71	8	109	101	-8%	-1	71
21	CCOc1ccc(-c2noc(CCC(=O)O)n2)cc1	2%	6	52	-4	94	98	9%	-6	52
22	Cc1ccc(Cn2c(C)cc3c(c2=O)C(c2cccs2)C(C#N)=C(N)O3)cc1 (configuration not stated)	1%	10	146	x	x	x	15%	-10	146
23	CC1=CC(C)(C)N(S(=O)(=O)c2ccc(F)cc2)c2ccc(C)cc21	4%	-12	136	-35	22	57	31%	12	136
24	Cc1ccc(Oc2ccc(C(=O)NC3CCSC3=O)cn2)cc1 (configuration not stated)	-6%	3	184	x	x	x	-20%	-3	184
25	CCOc1ccc(N(C(=O)Cn2nnc3ccccc32)C(C(=O)NC(C)(C)CC)c2cccn2C)cc1 (configuration not stated)	x	-7	86	6	87	81	x	7	86
26	CCOC(=O)C(C(=O)Nc1ccccc1C)C1CCCCC1 (configuration not stated)	-6%	0	185	24	100	76	22%	0	185
27	O=c1oc(-c2cccs2)nc2c1cnn2-c1ccccc1	7%	x	x	4	78	74	16%	x	x
28	CCCCCOC(=O)CC(C(=O)OCCCCC)N1CCCCC1 (configuration not stated)	x	-1	61	16	80	64	x	1	61
29	O=S(=O)(NCCSc1ccc(Cl)cc1)c1ccc(F)cc1	-8%	6	184	13	87	74	-8%	-6	184
30	Cc1cccc(/C=C/C(=O)c2cc(Br)ccc(=O)c2O)c1	-115%	0	150	x	x	x	-50%	0	150

Rewritten with each value named: 2 of the compounds above.
10	COc1ccccc1N(CC(=O)NC1CCCC1)C(=O)c1csnn1
  Bcl-B TR3 displacers = 3%
  IL1B NFkB pot = 5
  IL1B NFkB pot cell count 2 µM = 156
  MRP reversal = -5
  MRP reversal cytotoxicity = 95
  MRP reversal with doxorubicin = 101
  PLAP inhibitors HTS = -13%
  IL1B NFkB inh = -5
  IL1B NFkB inh cell count 2 µM = 156

11	N#Cc1c(-c2cccc(F)c2)cc(-c2ccccc2)nc1Br
  Bcl-B TR3 displacers = -6%
  IL1B NFkB pot = 7
  IL1B NFkB pot cell count 2 µM = 98
  MRP reversal = x
  MRP reversal cytotoxicity = x
  MRP reversal with doxorubicin = x
  PLAP inhibitors HTS = -3%
  IL1B NFkB inh = -7
  IL1B NFkB inh cell count 2 µM = 98

Further records:
entry	smiles	Bcl-B TR3 displacers	IL1B NFkB pot	IL1B NFkB pot cell count 2 µM	MRP reversal	MRP reversal cytotoxicity	MRP reversal with doxorubicin	PLAP inhibitors HTS	IL1B NFkB inh	IL1B NFkB inh cell count 2 µM
31	COc1ccc(Cn2nnnc2C(C(C)C)N2CCc3ccccc32)cc1 (configuration not stated)	-4%	-12	167	-1	75	76	-6%	12	167
32	O=C(c1cccs1)N(C(=O)c1cccs1)c1ccc(Br)cn1	-4%	20	125	2	27	24	-4%	-20	125
33	COc1ccccc1S(=O)Cc1ccc(C(=O)O)o1 (configuration not stated)	3%	4	148	16	110	94	x	-4	148
34	CCc1cc(C(=O)NNC(=S)Nc2cc(C)ccc2C)cs1	x	-1	99	-7	65	72	x	1	99
35	O=C(C1CCCCC1)N1CCN=C1SCc1cccnc1	-7%	14	174	7	86	78	-12%	-14	174
36	O=C(Cc1ccccc1)NCC(=O)OCC(=O)c1cccs1	-13%	1	108	x	x	x	4%	-1	108
37	O/N=C/c1cc(Cl)ccc1OCc1cccc2ccccc12	-2%	-1	144	x	x	x	42µM*	1	144
38	Cc1ccc(C)c(-n2c(SCC(=O)N3CCCC3)nnc2-c2ccccn2)c1	4%	4	121	5	87	82	-25%	-4	121
39	O=C(NCCN1CCN(C(=O)NC2CCCCC2)CC1)NC1CCCCC1	-5%	x	x	7	92	85	-72%	x	x
40	COc1ccccc1OCCSc1nc(N)cc(N)n1	x	1	185	8	92	84	x	-1	185
41	CCOc1c(OC(C)=O)ccc(/C=C2\N=C(SCC)SC2=O)c1[N+](=O)[O-]	-17%	-9	141	x	x	x	8%	9	141
42	O=C1c2ccccc2CC1Sc1nnc(-c2ccccn2)o1 (configuration not stated)	x	-3	150	-12	70	82	-157%	3	150
43	O=C(CN1CCCCCC1)N1c2ccccc2C=Cc2ccccc21	-12%	-31	99	-1	89	90	-67%	31*	99*
44	O=C(CSc1ncnc2c1oc1ccccc12)NC1CCCCC1	17%	2	142	-1	81	82	6%	-2	142
45	COc1ccc(-n2nnnc2S(=O)(=O)CC(=O)N2CCCCC2)cc1	-4%	-28	172	0	2	2	18%	28	172
46	Cc1cc(S(=O)(=O)N2CCN(Cc3ccccc3)CC2)c(C)s1	7%	7	68	10	92	82	1%	-7	68
47	COc1ccc(C2(C(=O)Nc3ccc(C(=O)O)cc3)CCOCC2)cc1	-5%	3	173	-12	96	108	-8%	-3	173
48	CCOc1ccc(C(=O)c2ccncc2)cc1	-2%	13	163	1	86	85	0%	-13	163
49	CCOC(=O)/C(=C/c1c2ccccc2cc2ccccc12)NC(=O)c1ccccc1	-5%	-97	12	x	x	x	13%	-6	180
50	COc1ccc(-c2c(C(=O)O)nc3ccccc3c2C(=O)O)cc1	0%	-9	177	x	x	x	-4%	9	177
51	CCN(CC)CCCN(Cc1cc2ccc(C)c(C)c2[nH]c1=O)C(=O)NC1CCCCC1	-2%	-5	173	2	78	76	-52%	5	173
52	CC(C)NC(=O)NC(=O)COc1c(F)c(F)cc(F)c1F	3%	-13	166	x	x	x	14%	13	166
53	CC1CCCCC1NC(=S)Nc1ccc(SC(F)F)cc1 (configuration not stated)	-10%	6	165	-33	32	65	8%	-6	165
54	Cc1csc(/C(C#N)=N/O)n1	-4%	2	169	5	98	93	-18%	-2	169
55	NC(=O)c1cccnc1Oc1cccc(Cl)c1	-4%	0	161	x	x	x	-14%	0	161
56	O=C(N/N=C/C=C\c1ccco1)c1cccnc1	4%	18	167	1	100	99	-33%	-18	167
57	COc1ccc(C2C(C#N)=C(N)Oc3n[nH]c(-c4ccccn4)c32)c(OC)c1OC (configuration not stated)	14%	-10	102	6	91	85	-58%	10	102
58	O=C(Nc1cnccn1)c1ccncc1	4%	-16	109	3	97	94	2%	16	109
59	Cc1ccc(C(=O)CSc2nn3c(=O)c(C(C)(C)C)nnc3s2)cc1	14%	2	154	-1	53	54	4%	-2	154
60	COc1ccc(N(C(=O)c2ccn[nH]2)C(C(=O)NC(C)(C)C)c2ccc(F)cc2)cc1 (configuration not stated)	6%	13	152	x	x	x	-432%	-13	152

Structures above printed as active in PLAP inhibitors HTS.
item | canonical_smiles | Bcl-B TR3 displacers | IL1B NFkB pot | IL1B NFkB pot cell count 2 µM | PLAP inhibitors HTS
37 | O/N=C/c1cc(Cl)ccc1OCc1cccc2ccccc12 | -2% | -1 | 144 | 42µM*

One compound at a time, as listed above:
CC1CCCCC1NC(=S)Nc1ccc(SC(F)F)cc1 (configuration not stated) is listed as Bcl-B TR3 displacers = -10%; IL1B NFkB pot = 6; IL1B NFkB pot cell count 2 µM = 165; MRP reversal = -33; MRP reversal cytotoxicity = 32; MRP reversal with doxorubicin = 65; PLAP inhibitors HTS = 8%; IL1B NFkB inh = -6; IL1B NFkB inh cell count 2 µM = 165
O=C(CSc1ncnc2c1oc1ccccc12)NC1CCCCC1 is listed as Bcl-B TR3 displacers = 17%; IL1B NFkB pot = 2; IL1B NFkB pot cell count 2 µM = 142; MRP reversal = -1; MRP reversal cytotoxicity = 81; MRP reversal with doxorubicin = 82; PLAP inhibitors HTS = 6%; IL1B NFkB inh = -2; IL1B NFkB inh cell count 2 µM = 142

(list continues)
No. | Structure | Bcl-B TR3 displacers | IL1B NFkB pot | IL1B NFkB pot cell count 2 µM | MRP reversal | MRP reversal cytotoxicity | MRP reversal with doxorubicin | PLAP inhibitors HTS | IL1B NFkB inh | IL1B NFkB inh cell count 2 µM
61 | Cc1cccc(N(CC(=O)NC2CCCC2)C(=O)c2c(C)noc2C)c1 | 5% | -5 | 167 | 4 | 94 | 89 | -3% | 5 | 167
62 | CSc1ccccc1-n1nnnc1SCc1ccccc1 | 10% | -4 | 176 | 10 | 82 | 72 | 22% | 4 | 176
63 | Cc1cc(C(=O)Nc2c(C)nn(Cc3ccc(F)cc3)c2C)on1 | -8% | -9 | 194 | 12 | 106 | 93 | 3% | 9 | 194
64 | Cc1nc(NC(=O)C2CCCCC2)sc1C | x | -1 | 177 | 13 | 91 | 79 | x | 1 | 177
65 | CC(=O)CCc1ccc(OCCCCn2cncn2)cc1 | 1% | 13 | 130 | -29 | 72 | 101 | -6% | -13 | 130
66 | Cc1[nH]c(=O)[nH]c(=O)c1CSc1nnc([C@@H](NC(=O)OC(C)(C)C)C(C)C)o1 | 0% | 0 | 183 | 8 | 92 | 84 | -41% | 0 | 183
67 | O=c1nc2c(-c3ccccc3F)n[nH]n2c2ccccc12 | 2% | 25 | 122 | 14 | 81 | 67 | 11% | -25 | 122
68 | C=CCSc1nnc(-c2cnn(-c3ccccc3)c2-n2cccc2)n1C | -2% | -4 | 191 | -2 | 87 | 89 | -64% | 4 | 191
69 | O=C(Nc1ncc2c(n1)-c1ccccc1CC2)c1cccc(Cl)c1 | -9% | x | x | x | x | x | 17% | x | x
70 | COc1ccccc1C(=O)Nc1c2c(nn1-c1cccc(C)c1C)CS(=O)C2 (configuration not stated) | -5% | 9 | 222 | -3 | 92 | 94 | -21% | -9 | 222
71 | O=C(CSC1=NCCS1)NC1CCCCC1 | -4% | 5 | 164 | -6 | 78 | 84 | 8% | -5 | 164
